MsrA inhibitor – bovine MsrA inhibition; purified bovine MsrA, absorbance read-out; inhibition, % at 15.5 µM; 0.75% of 360,000 active; in the data active = inhibition above about 4.5%;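 also: 0% = vehicle wells with enzyme and 100% = reference inhibitor wells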
SKN-1 inh – C. elegans SKN-1 inhibition; C. elegans VP596 Pgst-4::GFP/RFP ratio, acrylamide-induced, 24 h; 0.49% of 360,000 active; inhibition, % at 21.8 µM;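 active = interference check ratio from 0.5 to 1.5 plus GFP to RFP signal ratio inhibition reaching or exceeding a fixed threshold, cut at about 30% in these data, passing the limit was not always enough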; also: some compounds called inactive have numbers as strong as hits
CendR NRP1 mod – alters CendR peptide binding to human NRP-1 | FAM-RPARPAR peptide binding to NRP-1, fluorescence polarization | inhibition, % at 25 µM | 0.85% of 360,000 active | AID 602438;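 active = inhibition or corrected inhibition above about 18%, plus a signal ratio from 0.5 to 1.5, limit read from the data, passing the limit was not always enough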; also: strong numbers were not always called active
Tb MetRS inh – blocks T. brucei methionyl-tRNA synthetase activity. purified T. brucei MetRS, ATP depletion, Kinase-Glo luminescence. inhibition, % at 11.9 µM. 0.4% of 360,000 active. AID 624268;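 active = inhibition above a per-plate cutoff of the control wells' mean inhibition plus 3 SD, cut at about 5.5% in these data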;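 also: 0% = DMSO wells median and 100% = median of wells with control inhibitor compound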
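Material – parasite MetRS enzyme · Medium – HEPES-MgCl2-KCl buffer plus DTT, spermine, BSA, pyrophosphatase · Reagent – ATP, methionine and E. coli bulk tRNA substrates · Times – 15 min enzyme-compound preincubation, 2 h reaction, 10 min detection, 25 °C · Measured by – luminescence of leftover ATP · Evaluation – percent inhibition relative to median high and low control wells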
MT1-MMP act inh – MT1-MMP (human) activation inhibition; P50281; HT1080 RFP-PRO-GFP cells, GFP/RFP ratio fluorescence, overnight; percent of plate control window, DMSO zero; GFP/RFP ratio change, % at 20 µM; 0.061% of 360,000 active; AID 651647;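 active = GFP/RFP ratio change of at least 30% with cell ATP level not reduced by more than half and red fluorescence within 50% of control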; also: strong numbers were not always called active
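Material – HT1080 RFP-PRO-GFP cells · Control set – DMSO wells and RFP-L50D-GFP cells · Incubation – overnight cell settling, then overnight compound exposure, 37 °C, 5% CO2 · Compound dosing – single-point 20 µM compound, 1% DMSO · Read-out – GFP/RFP fluorescence ratio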
E coli Lon inh – inhibits E. coli Lon protease | 0.42% of 360,000 active | inhibition, % at 7.94 µM | AID 602123 | purified E. coli Lon protease, fluorescence polarization; in the data active = inhibition above about 13%, passing the limit was not always enough;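 also: 0% = enzyme with probe and DMSO and 100% = no enzyme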
MLLE-PAM2 inh – blocks PAM2 peptide binding to the PABP1 MLLE domain | P11940 | GST-MLLE / FITC-PAM2 fluorescence polarization | inhibition, % at 20 µM | 0.36% of 360,000 active | AID 588489; in the data active = inhibition above about 35%, passing the limit was not always enough;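 also: plate controls were DMSO wells with GST-MLLE for no effect and wells lacking GST-MLLE protein for full effect; some results filed as inactive read as strong as hits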
Target sequence (P11940 whole entry, looked up, the tested form may be a part): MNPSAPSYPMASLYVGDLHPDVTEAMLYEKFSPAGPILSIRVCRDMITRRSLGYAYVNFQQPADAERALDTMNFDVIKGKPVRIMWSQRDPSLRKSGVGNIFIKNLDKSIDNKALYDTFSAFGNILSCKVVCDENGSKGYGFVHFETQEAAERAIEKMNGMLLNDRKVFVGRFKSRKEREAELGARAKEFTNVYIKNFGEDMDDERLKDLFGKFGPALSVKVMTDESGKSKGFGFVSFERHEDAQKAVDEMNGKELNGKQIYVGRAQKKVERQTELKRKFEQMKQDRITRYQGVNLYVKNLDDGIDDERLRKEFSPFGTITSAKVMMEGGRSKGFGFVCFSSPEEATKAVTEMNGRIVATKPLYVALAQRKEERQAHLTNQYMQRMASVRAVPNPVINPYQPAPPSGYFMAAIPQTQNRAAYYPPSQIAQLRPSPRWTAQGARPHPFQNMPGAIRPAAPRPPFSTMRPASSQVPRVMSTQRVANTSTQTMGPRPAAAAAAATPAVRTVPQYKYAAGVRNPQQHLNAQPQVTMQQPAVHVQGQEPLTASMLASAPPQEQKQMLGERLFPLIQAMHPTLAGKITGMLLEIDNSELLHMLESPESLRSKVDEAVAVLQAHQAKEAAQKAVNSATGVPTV
bovine MsrA act – bovine methionine sulfoxide reductase A activation; 0.3% of 360,000 active; activation, % at 10.6 µM; AID 602163; purified bovine MsrA, absorbance read-out; in the data active = activation above about 7.5%;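 also: 0% = vehicle and 100% = reference activator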
FAS-TE inh – FAS thioesterase (human) inhibition; P49327; recombinant FAS-TE, OMFH fluorogenic substrate, fluorescence endpoint; inhibition, % at 15 µM; 0.67% of 360,000 active;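 active = compounds whose normalised, plate-corrected inhibition of enzyme fluorescence in the single-dose primary screen is 50% or more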;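 also: 0% = DMSO with enzyme and 100% = substrate without enzyme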
* marks the source's active call; other numbers are inactive results; / = not tested or not shown. Outcome played no part in choosing rows, and some 4% of all compounds hit somewhere here.

| molecule | MsrA inhibitor | SKN-1 inh | CendR NRP1 mod | Tb MetRS inh | MT1-MMP act inh | E coli Lon inh | MLLE-PAM2 inh | bovine MsrA act | FAS-TE inh |
| --- | --- | --- | --- | --- | --- | --- | --- | --- | --- |
| CCC(C)NC(=O)c1cc(OC)c(OC)c(OC)c1 (stereo not drawn) | / | 1 | -7 | -1.2 | 8 | 4 | -15 | -13 | -6 |
| Cc1cc([N+](=O)[O-])nn1CC(=O)NCc1ccco1 | 0.6 | -10 | 2 | -0.2 | 9 | 2 | 10 | -4 | -4 |
| Cc1ccc(C(=O)NC(=S)Nc2ccc(S(=O)(=O)N3CCN(C)CC3)cc2)cc1 | 0.1 | 17 | 5 | -1.1 | 0 | 2 | 25 | -2 | 5 |
| COc1ccc(-n2c(Cc3cccn3C)nnc2SCC(=O)Nc2ccc(Cl)cc2)cc1 | 0.5 | 1 | -3 | 0.9 | 4 | 7 | -8 | -1 | 8 |
| Cn1c(CCN2CCOCC2)nc2cc(NC(=O)COc3ccccc3)ccc21 | 0.5 | 20 | -4 | -0.8 | 2 | -6 | 3 | -13 | 8 |
| COc1ccc(N2CCN(C(C)C(=O)N3CCc4ccccc43)CC2)cc1 (stereo not drawn) | 1.5 | 7 | 1 | -0.3 | -4 | 0 | -5 | -4 | -1 |
| CCOc1ccc(C=NNC(=O)c2cccc3ccccc23)cc1OCC | 2.1 | -12 | 4 | 0.0 | 7 | -1 | 4 | -2 | 4 |
| Cc1c(NC(=O)c2ccc3nsnc3c2)cccc1[N+](=O)[O-] | 1.2 | 3 | 2 | -0.3 | -1 | 2 | 5 | -5 | 5 |
| Cc1ccc(S(=O)(=O)NC2=NCN(C)CN2)cc1[N+](=O)[O-] | -1.0 | -5 | 11 | 0.6 | 0 | 0 | -5 | -2 | -4 |
| Brc1cccc(CNCCCN2CCOCC2)c1 | 0.1 | 1 | 5 | -0.3 | 0 | 4 | -7 | -3 | -8 |
| CC(=O)Nc1ccc2c(c1)nc(CCN1CCOCC1)n2C | 0.4 | -38 | 7 | -0.4 | 0 | -5 | -7 | 6 | -3 |
| O=C(CSc1nc(-c2ccccc2)c(-c2ccccc2)o1)Nc1nnc(-c2ccccc2)s1 | 1.0 | 22 | 2 | -0.9 | -11 | -10 | -54 | -4 | 22 |
| COc1cc(/C=N/NC(=O)CC23CC4CC(CC(C4)C2)C3)cc(Br)c1OCC(=O)N(C)C | -1.1 | 16 | -5 | -0.9 | 4 | -4 | -21 | -7 | -26 |
| Cc1ccc(S(=O)(=O)N(CC(=O)NCC2CCCO2)C2CCCCC2)cc1 (stereo not drawn) | -0.5 | 32 | 13 | -1.1 | -4 | 2 | 0 | -8 | 1 |
| COc1ccc(N2C(=O)C3CC=C(Cl)CC3C2=O)cc1 (stereo not drawn) | -1.1 | 7 | 2 | -0.7 | 4 | 7 | 15 | -7 | -8 |
| Cc1cc(C(=O)N2CCC(C(F)(F)F)n3nccc32)on1 (stereo not drawn) | 1.6 | -10 | 0 | 0.5 | -3 | -8 | -6 | -4 | -5 |
| O=C(CCCOc1ccccc1)N1CCCc2ccccc21 | 0.0 | 5 | 4 | -0.8 | 4 | 13 | 11 | -1 | 13 |
| O=C(c1cc(-c2ccc(Cl)cc2Cl)on1)N1CCOCC1 | -1.2 | -1 | 5 | 1.7 | -2 | -2 | -2 | -13 | -5 |
| CC1(C)CC(=O)C(N=Nc2cccc(F)c2C#N)=C(O)C1 | 0.0 | 11 | 2 | -0.6 | 5 | 1 | 5 | 0 | 3 |
| NS(=O)(=O)c1cccc(NC(=O)c2ccc(S(=O)(=O)N3CCCCCC3)cc2)c1 | -0.7 | 11 | 11 | 0.1 | 0 | -5 | -8 | -1 | 6 |
| CCc1c(C)nc(SCC(=O)Nc2c(C)n(C)n(-c3ccccc3)c2=O)[nH]c1=O | -0.3 | -1 | 11 | 0.3 | 3 | 1 | 18 | -1 | -7 |
| COc1ccc2c(c1OC)C(=O)N(c1cccc(NC(C)=O)c1)C2 | 1.7 | -16 | -4 | 1.2 | 6 | 3 | 7 | -10 | -4 |
| COc1ccc(-c2cc(C(=O)Nc3cc(Cl)ccc3O)no2)cc1 | -1.1 | 16 | -8 | 0.1 | -1 | 0 | -5 | -4 | -3 |
| Cc1cc(C(=O)O)ccc1-n1c(C)cc(C=C2C(=O)c3ccccc3C2=O)c1C | 3.2 | 8 | -46 | 0.6 | 1 | -18 | -39 | 0 | -3 |
| COC(=O)C1=C(C)NC(=O)CC1c1ccc(F)c(Br)c1 (stereo not drawn) | / | 3 | -1 | -0.7 | 12 | -3 | 8 | 1 | -4 |
| CCOC(=O)N1CCC(NC(=O)c2cc(S(=O)(=O)N3CCOCC3)ccc2F)CC1 | / | -2 | -1 | 0.0 | -3 | -2 | -6 | -4 | -9 |
| C[C@@H]1CN[C@@H](CCO)/C1=C\c1ccccc1 | 2.0 | -8 | -5 | 0.4 | 4 | 6 | 3 | -2 | -10 |
| O=C(O)/C=C/C(=O)NNC(=O)c1cccc(Br)c1 | -0.7 | 7 | -6 | -0.4 | 9 | 3 | 1 | -4 | -11 |
| O=S(=O)(Nn1c(O)c(C=C2N=c3ccccc3=N2)sc1=S)c1ccccc1 | 2.2 | -8 | -23 | 55* | 1 | -5 | -6 | -4 | -2 |
| COc1ccc(NC(=O)c2cc(-c3ccccc3)on2)cc1 | -0.6 | 2 | 16 | -1.1 | 2 | -5 | 0 | -8 | -4 |
| CCOc1ccc(C(=O)c2nc3c(n2O)CCCC3)cc1 | 5.0* | 3 | -5 | -1.0 | 3 | -1 | 0 | -12 | -11 |
| CC[C@H](CO)NCCN[C@H](CC)CO | 0.5 | -2 | -1 | -0.2 | 0 | -16 | -1 | -1 | -4 |
| Cc1nc(SCC(=O)c2ccc(Cl)s2)c2oc3ccccc3c2n1 | 0.1 | -16 | 0 | 0.4 | -8 | 0 | -8 | -3 | 19 |
| O=C(Nc1ccc(Cl)cc1C(F)(F)F)c1ccccc1 | 0.1 | 14 | 2 | -0.3 | -2 | 5 | 7 | 3 | -4 |
| O=C(CN1CCN(c2ccc(F)cc2)CC1)N1N=CCC1c1ccccc1 (stereo not drawn) | 1.8 | 6 | -8 | -0.7 | 2 | -1 | -2 | -2 | -7 |
| Nc1nnc(SCCCC(=O)c2ccc(Br)cc2)s1 | -0.1 | -1 | -4 | -0.6 | 3 | -3 | 4 | -10 | -7 |

A section from the list above:
| molecule | MsrA inhibitor | SKN-1 inh | CendR NRP1 mod | Tb MetRS inh | MT1-MMP act inh | E coli Lon inh | MLLE-PAM2 inh | bovine MsrA act | FAS-TE inh |
| --- | --- | --- | --- | --- | --- | --- | --- | --- | --- |
| O=C(CN1CCN(c2ccc(F)cc2)CC1)N1N=CCC1c1ccccc1 (stereo not drawn) | 1.8 | 6 | -8 | -0.7 | 2 | -1 | -2 | -2 | -7 |
| Nc1nnc(SCCCC(=O)c2ccc(Br)cc2)s1 | -0.1 | -1 | -4 | -0.6 | 3 | -3 | 4 | -10 | -7 |

The list goes on:
| molecule | MsrA inhibitor | SKN-1 inh | CendR NRP1 mod | Tb MetRS inh | MT1-MMP act inh | E coli Lon inh | MLLE-PAM2 inh | bovine MsrA act | FAS-TE inh |
| --- | --- | --- | --- | --- | --- | --- | --- | --- | --- |
| COC[C@H]1CCCN1c1ccc2c(c1)O[C@@H](COCc1ccccc1)CN([C@@H](C)c1ccccc1)S2(=O)=O | 0.4 | 12 | 12 | 0.0 | 0 | 2 | / | 2 | 27 |
| COc1ccc2cc3cc(C(=O)NCCCN4CCOCC4)oc3nc2c1 | 6.6* | 11 | -7 | -0.6 | 18 | -2 | -3 | -7 | -6 |
| CCCn1c(=O)c2c(nc3n2CCN3Cc2ccco2)n(C)c1=O | -1.4 | -14 | 0 | -0.1 | 5 | -1 | 12 | -9 | -7 |
| O=C(/C=C/c1cccs1)N1CCC2(CC1)Oc1ccc(Cl)cc1C(=O)C21CC(c2ccc(Cl)cc2)=NO1 (stereo not drawn) | 0.3 | 0 | 15 | -0.5 | -2 | 16 | -10 | -8 | 50* |
| Cc1nn(Cc2ccc(C(=O)Nc3ccc(C(=O)OC(C)C)cc3)o2)c(C)c1Cl | -0.5 | 12 | -12 | -0.9 | -2 | -6 | -4 | -2 | 20 |
| O=C(NC(=S)NCc1ccccc1)c1ccc(Br)o1 | 0.1 | 10 | -5 | -0.3 | -1 | 5 | 29 | -4 | 8 |
| CCC(COC)NCc1cn(-c2ccc(OC)cc2)nc1-c1cccc(F)c1 (stereo not drawn) | -0.8 | 4 | -7 | -0.8 | -1 | 8 | -6 | -2 | 10 |
| COc1ccc(Nc2nc(NN)nc(C)c2[N+](=O)[O-])cc1 | 1.2 | -4 | -6 | -0.5 | -5 | -4 | -5 | -5 | -4 |
| Cc1ccnc(NC(=O)CNC(=O)c2ccc(C)s2)c1 | -0.7 | -18 | -5 | -0.5 | -2 | -1 | -14 | -8 | 1 |
| O=C(c1ccccc1F)N(Cc1cccnc1)Cc1cc2cc3c(cc2[nH]c1=O)OCCO3 | 2.0 | -12 | 12 | -0.6 | 0 | 18 | 0 | -5 | 4 |
| O=C1COCCOCCOCC(=O)NCCN1 | -0.2 | 11 | 6 | -1.3 | -1 | -1 | 8 | -5 | -6 |
| CC1(C(=O)NCc2ccco2)Cc2c(-c3ccc4c(c3)OCO4)ccnc2O1 (stereo not drawn) | -1.2 | 12 | -10 | -0.1 | 4 | 7 | 2 | -1 | -1 |
| CC(=O)Nc1ccc(NC(=O)COC(=O)[C@@H](NC(=O)c2ccc(F)cc2)C(C)C)cc1 | 1.1 | -1 | 3 | -0.6 | 4 | -5 | -7 | -3 | -8 |
| Cc1ccc(NC(=O)Nc2nnc([C@H]3C[C@H](O)[C@@H](CO)O3)s2)cc1 | 0.4 | -2 | 3 | 0.0 | -1 | -2 | -13 | -1 | -6 |
| COc1cc2c(cc1NC(=O)/C=C/c1cc(OC)c(OC)c(OC)c1)oc1ccccc12 | 3.7 | -7 | 6 | -0.8 | -1 | -14 | -10 | -12 | 33 |
| COc1ccc(C(=O)CCN2CCc3cc(OC)c(OC)cc3C2)cc1 | -1.4 | -12 | -8 | 0.2 | 3 | -1 | 31 | -4 | -3 |
| CC(=O)NC(C)c1ccc(Cl)c(Cl)c1 (stereo not drawn) | 0.3 | 4 | 7 | 0.3 | -4 | -1 | 5 | -1 | -2 |
| Cn1c(SCC(=O)N/N=C/c2ccncc2)nc2ccccc21 | -0.7 | -2 | 2 | -0.3 | 2 | 2 | -9 | -3 | -4 |
| O=C1CC2(CCN(C(=O)c3cccc([N+](=O)[O-])c3)CC2)Oc2ccccc21 | 0.1 | 1 | -4 | -0.3 | 0 | -10 | -3 | -3 | 24 |
| C/C(=C\c1ccccc1)C(=O)NCCN1CCOCC1 | 0.0 | -2 | 0 | 0.1 | 2 | 0 | -11 | -1 | -4 |
| O=C(CN1CCCC1)N1CCN(c2ccccc2)CC1 | -0.5 | -5 | 12 | 0.3 | -1 | 4 | 0 | -1 | 0 |
| NC(=O)c1ncc(C(F)(F)F)cc1Oc1ccc(C(F)(F)F)cc1 | 1.6 | -24 | 0 | -0.4 | 5 | 11 | 3 | -5 | -2 |
| COC(=O)Cn1c(=NC(=O)c2cccc(OC)c2)sc2cc(OC)ccc21 | 2.2 | 3 | -4 | -0.5 | -1 | 13 | 6 | -3 | 15 |
| Cn1c(=N)c(S(=O)(=O)c2ccc(F)cc2)cc2c(=O)n3ccccc3nc21 | 0.6 | -1 | 1 | 0.1 | 0 | 10 | -6 | -4 | 11 |

Source: PubChem (several laboratories)
